PP5 primary: PP5 phosphatase inhibitors, primary screen, biochemical, fluorescence; purified PP5c, OMFP substrate fluorescence; inhibition, % at 6.7 µM; actives 0.18% (n = 320,000); AID 1987, 2009;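 active = inhibition above the campaign's mean inhibition across all tested compounds plus 3 SD, cut at about 9.5% in these data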;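 also: 0% = DMSO only and 100% = 100 µM cantharidin control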
ZTA counter: counter-screen for EBNA-1 inhibitors: inhibitors of Epstein-Barr virus ZTA | ZTA-DNA binding, fluorescence polarization | inhibition, % at 11 µM | actives 0.15% (n = 320,000) | P03206 | AID 2234; in the data active = inhibition above about 33%
Target sequence (P03206 whole entry, looked up): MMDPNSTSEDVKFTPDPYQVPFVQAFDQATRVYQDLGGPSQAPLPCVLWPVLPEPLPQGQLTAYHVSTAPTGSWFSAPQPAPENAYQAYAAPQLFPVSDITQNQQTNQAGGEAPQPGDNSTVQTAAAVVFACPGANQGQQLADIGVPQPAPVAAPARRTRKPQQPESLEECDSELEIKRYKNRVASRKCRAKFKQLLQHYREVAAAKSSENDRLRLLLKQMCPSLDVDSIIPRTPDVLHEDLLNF
Fh CTSL1 inh: Fasciola hepatica cathepsin L1 inhibitors, primary screen, counter-screen for PFM18AAP inhibitor project, biochemical, QFRET, fluorogenic peptide substrate. recombinant F. hepatica cathepsin L1, Z-Leu-Arg-MCA fluorescence. inhibition, % at 5.96 µM. actives 0.49% (n = 300,000);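 active = inhibition above the mean of all tested compounds plus 3 SD, set per screening campaign, cut at about 17% in these data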;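 also: 0% = plate median of test compound wells and 100% = 1 µM Z-Phe-Ala-diazomethylketone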
core dimer inh: inhibitors of HCV core protein dimerization, primary screen, biochemical, TR-FRET, high-throughput | TR-FRET GST/Flag-core106 dimerization, 1536-well | inhibition, % at 5 µM | actives 0.33% (n = 300,000) | AID 1899, 2009;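 active = inhibition above the mean of all tested compounds plus 3 SD, set per screening campaign, cut at about 45% in these data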
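Assay system: tagged HCV core106 pair (GST and Flag); medium: KF-containing HEPES buffer, pH 7.45, DTT, CHAPS, BSA; also added: Eu donor and XL665 acceptor anti-tag antibodies; dosing: 5 µM single dose; timing: compound-protein-antibody incubation 4 h at 22.5 °C; signal: TR-FRET 671 and 617 nm emission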
Efflux pump mplx: inhibitors of Candida efflux pumps in yeast, primary screen, S. cerevisiae, Nile Red, multiplex. S. cerevisiae Candida pump triplex. inhibition, % at 10 µM. actives 0.44% (n = 330,000);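 active = plate passing quality check with inhibition over a set limit, or well fluorescence over plate mean plus 4 SD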;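 also: Nile Red retained in pooled yeast measured as flow cytometry median fluorescence; 0% = buffer negative control and 100% = Enniatin B positive control; higher means more Nile Red kept so more efflux inhibition; some compounds called inactive have numbers as strong as hits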
PP1 inh: PP1-alpha phosphatase inhibitors, primary screen, counter-screen for PP5 inhibitor project, biochemical, fluorescence, OMFP substrate, single point | inhibition, % at 6.7 µM | purified PP1alpha | actives 0.9% (n = 320,000);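 active = inhibition above the mean inhibition of all tested compounds plus 3 SD, computed separately for each screening campaign, cut at about 15% in these data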
PREPL inhibitor: PREPL enzyme inhibitors, primary screen, biochemical, fluorescence polarization | inhibition, % at 5.96 µM | recombinant PREPL, fluorescence polarization activity-based probe | Prolyl endopeptidase-like (Homo sapiens), Q4J6C6 | actives 0.68% (n = 320,000); in the data active = inhibition above about 43%;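 also: 0% = enzyme with DMSO and 100% = wells lacking enzyme; many of its hits are not listed in these tables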
Target sequence (Q4J6C6 whole entry, looked up): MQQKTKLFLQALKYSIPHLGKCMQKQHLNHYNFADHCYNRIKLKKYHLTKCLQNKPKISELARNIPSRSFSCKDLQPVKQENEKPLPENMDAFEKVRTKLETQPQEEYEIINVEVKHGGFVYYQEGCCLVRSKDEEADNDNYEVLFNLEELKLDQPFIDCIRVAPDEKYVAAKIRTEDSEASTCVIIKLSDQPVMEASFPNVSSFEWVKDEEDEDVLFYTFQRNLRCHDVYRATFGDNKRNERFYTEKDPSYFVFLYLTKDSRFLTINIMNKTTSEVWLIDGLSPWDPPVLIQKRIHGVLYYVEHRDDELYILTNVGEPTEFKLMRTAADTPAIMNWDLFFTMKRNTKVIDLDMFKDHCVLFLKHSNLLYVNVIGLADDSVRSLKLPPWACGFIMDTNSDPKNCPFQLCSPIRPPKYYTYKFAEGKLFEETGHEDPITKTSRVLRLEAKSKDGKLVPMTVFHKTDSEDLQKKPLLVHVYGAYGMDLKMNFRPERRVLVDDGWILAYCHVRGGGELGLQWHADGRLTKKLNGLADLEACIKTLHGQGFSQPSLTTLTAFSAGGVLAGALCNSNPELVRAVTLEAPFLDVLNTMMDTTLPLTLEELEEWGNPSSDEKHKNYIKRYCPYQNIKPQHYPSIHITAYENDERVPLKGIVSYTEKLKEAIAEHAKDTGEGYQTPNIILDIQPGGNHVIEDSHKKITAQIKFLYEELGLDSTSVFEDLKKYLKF
EBNA-1 inhibitor: EBNA-1 DNA-binding inhibitors, primary screen, biochemical, fluorescence polarization | inhibition, % at 14.8 µM | actives 0.34% (n = 300,000); in the data active = inhibition above about 28%
TPT1 inh: Candida albicans TPT1 enzyme inhibitors, primary screen, biochemical, fluorescence polarization. tRNA 2'-phosphotransferase TPT1 (Candida albicans SC5314). recombinant caTPT1, FP RNA substrate dephosphorylation. inhibition, % at 5 µM. actives 0.81% (n = 300,000). AID 1962, 2009;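 active = inhibition above the mean of all tested compounds plus 3 SD, set per screening campaign, cut at about 24% in these data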;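 also: plate controls were DMSO alone for no effect and ferristatin control at 100 nM for full effect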
Starred values were filed as active, the others as inactive; x = no result given. Not all compounds are listed; rates above refer to the full screens.

SMILES	PP5 primary	ZTA counter	Fh CTSL1 inh	core dimer inh	Efflux pump mplx	PP1 inh	PREPL inhibitor	EBNA-1 inhibitor	TPT1 inh
COc1ccc(-n2cc3ccc([N+](=O)[O-])cc3n2)cc1	5.0	-4	-1	5	-0.1	3	-24	7	3
COCCn1nnnc1C(c1cccs1)N1CCN(c2cc(C)ccc2C)CC1 (stereo not given)	3.6	0	-1	-1	0.1	1	-7	-7	2
COc1ccc(/C=N/N2C(C)CCCC2C)cc1OC (stereo not given)	-0.5	4	1	-4	-0.1	-5	11	8	-4
CCC1CCCCN1S(=O)(=O)c1ccc2[nH]c(=O)ccc2c1 (stereo not given)	2.4	-15	-3	3	-0.1	4	-9	-13	4
CCCN(CC(=O)Nc1ccc(NC(C)=O)cc1)CC(=O)Nc1ccc(F)c(F)c1F	2.3	-11	4	-12	0.1	2	-56	-6	-5
O=[N+]([O-])c1ccccc1O[C@@H]1O[C@H](CO)[C@H](O)[C@H](O)[C@H]1O	2.5	-18	-2	-3	0.5	0	14	-10	-1
C=C(C)CNC(=S)NNC(=O)c1cc(C)oc1C	4.2	-6	1	-8	-0.4	0	7	5	-3
COc1ccc(C)cc1NC(=O)C1CC1c1ccccc1 (stereo not given)	0.9	-3	0	-1	-0.1	-2	6	4	-7
Cc1nn(S(=O)(=O)c2cccc([N+](=O)[O-])c2)c(C)c1Br	-1.1	9	-1	8	0.1	1	-2	-1	0
CCCC(=O)Nc1nnc(S(=O)(=O)N2CCCCCC2)s1	1.5	4	-3	-6	0.0	-4	0	0	0
CCOC(=O)C1=C(C)N(CCO)C(=O)NC1c1cccc(O)c1 (stereo not given)	-0.7	-2	-1	8	0.1	-2	3	7	-1
Cn1c2ccccc2c(=O)c2cc(C#CC3(O)CCCCC3)ccc21	2.3	0	1	1	0.1	4	2	12	-2
Cc1cc(C)cc(N(CC(=O)Nc2ccccc2C(=O)N2CCOCC2)S(C)(=O)=O)c1	0.1	10	3	-1	0.1	-4	3	-2	-1
O=C(NC(=S)N1CCCCC1)C12CC3CC(CC(C3)C1)C2	2.5	-9	-4	-2	-0.1	-3	10	-16	2
COc1ccc(-c2nnc(SCC(=O)Nc3ncc(C)s3)n2-c2ccccc2)cc1OC	2.0	18	4	13	0.1	4	1	-13	0
C=CCn1c(SCC(=O)c2c(N)n(C)c(=O)n(C)c2=O)nnc1-c1ccccc1F	-2.0	1	-11	3	0.1	-9	3	0	0
O=C(O)c1cc2nc(C3CC3)cc(C(F)(F)F)n2n1	-0.1	9	-1	-3	-0.1	-2	-3	8	-3
Cc1cc2nc3c(nc2cc1C)C1(C(=O)O)CCC3(C)C1(C)C (stereo not given)	-0.5	-9	2	-6	-0.2	0	2	-1	-1
CN1/C(=C\C(=O)c2cncc(Br)c2)C(C)(C)c2ccccc21	1.3	10	4	-1	0.2	0	-13	4	-3
COCCN(CCOC)Cc1c(C)[nH]c2c(C)c(C)ccc2c1=O	2.9	-10	1	-11	0.0	0	9	-2	-1
COc1ccc(C(CNc2ncnc3sccc23)N(C)C)cc1OC (stereo not given)	-1.2	-17	-16	8	0.0	-3	4	8	14
Cc1ccc(CS(=O)(=O)CCC(=O)N2CCOCC2)cc1	1.8	4	0	3	0.0	0	-5	0	-2
Cc1cccc(OCC(=O)N(Cc2ccc(F)cc2)C2CCS(=O)(=O)C2)c1C (stereo not given)	-0.2	16	1	4	-0.1	-4	12	-1	0
O=C(c1cc(-c2cccc(Cl)c2)on1)N1CCc2ccccc2C1	1.6	-2	-1	0	0.0	-5	-36	-12	0

Full records, looked up by structure. Order of screens: PP5 primary | ZTA counter | Fh CTSL1 inh | core dimer inh | Efflux pump mplx | PP1 inh | PREPL inhibitor | EBNA-1 inhibitor | TPT1 inh
O=C(c1cc(-c2cccc(Cl)c2)on1)N1CCc2ccccc2C1 across the screens: 1.6 | -2 | -1 | 0 | 0.0 | -5 | -36 | -12 | 0
O=C(O)c1cc2nc(C3CC3)cc(C(F)(F)F)n2n1 across the screens: -0.1 | 9 | -1 | -3 | -0.1 | -2 | -3 | 8 | -3
Cc1cccc(OCC(=O)N(Cc2ccc(F)cc2)C2CCS(=O)(=O)C2)c1C (stereo not given) across the screens: -0.2 | 16 | 1 | 4 | -0.1 | -4 | 12 | -1 | 0
COCCN(CCOC)Cc1c(C)[nH]c2c(C)c(C)ccc2c1=O across the screens: 2.9 | -10 | 1 | -11 | 0.0 | 0 | 9 | -2 | -1

More records follow.
SMILES	PP5 primary	ZTA counter	Fh CTSL1 inh	core dimer inh	Efflux pump mplx	PP1 inh	PREPL inhibitor	EBNA-1 inhibitor	TPT1 inh
c1ccc2c(Nc3ccc4c(c3)OCCO4)c3c(nc2c1)CCC3	4.1	-12	0	-7	0.1	-1	23	-12	1
CCOC(=O)c1ccc(NC(=O)C(=O)NCc2ccco2)cc1	-2.0	-8	-5	2	0.4	-2	10	-15	3
Nc1c(NCc2ccccc2F)c(=O)[nH]c(=O)n1Cc1ccccc1	-0.5	0	-2	0	0.0	-1	-3	16	-49
O=C(CCC(=O)N/N=C/c1c[nH]c2ccccc12)NCc1ccccc1	4.1	2	2	-3	-0.2	-6	17	6	5
O=c1cc(CCl)[nH]c2nc3ccccc3n12	-2.1	-1	-4	-4	-0.1	9	0	-1	3
CN(Cc1ccccc1)C(=C(Cl)Cl)C(=C1NCCN1)[N+](=O)[O-]	1.4	15	0	-7	0.3	1	5	5	1
O=C(O)c1cc2cc(Oc3ccccc3)ccc2[nH]1	1.4	3	6	12	-0.1	2	5	-2	1
CCCCCCS(=O)Cc1ccccc1 (stereo not given)	0.2	-13	3	-5	0.1	2	0	-5	1
COCC(C)n1c(COc2ccccc2F)nnc1SCC(=O)c1c(N)n(C)c(=O)n(C)c1=O (stereo not given)	1.4	1	-2	4	0.2	-1	-16	-1	0
O=C(CCc1ccccc1)NCCSCc1c(F)cccc1Cl	-0.4	17	1	0	0.1	4	-13	1	2
Cc1cc(C)n(C(=O)CNC(=O)/C=C/c2ccccc2)n1	3.7	-3	-15	0	0.2	0	-4	-3	-4
CC1(C)Cc2c(c(=S)nc(-c3ccccc3)n2CCN2CCOCC2)CO1	2.7	4	3	-1	-0.1	-1	1	-4	-2
Cc1cccc(/C=N\N=C\c2cccc(C)c2)c1	-3.7	-8	-2	0	0.2	4	8	-13	2
CCC(C)c1c(O)nc(SCC(=O)c2ccccc2)[nH]c1=O (stereo not given)	0.6	-2	0	-3	0.3	-3	-1	-9	1
CCOc1ccc(Cl)cc1S(=O)(=O)n1nnc2ccccc21	2.8	-7	-2	-4	0.0	-2	4	-8	0
CCOc1ccccc1NC(=O)COc1ccc2c(c1)OCO2	2.2	9	6	3	-0.2	3	6	9	-3
COc1ccc(C(=O)NNC(=O)C(=O)N2CCCCC2)cc1OC	0.0	-7	-1	-15	-0.2	-3	1	6	-1
C=CCN1N=C(/C=C/c2ccc(C)cc2)CCC1=O	-0.9	3	9	-1	0.0	-3	-9	13	-4
CCC(C)N(C(=O)COc1ccccc1C#N)C1CCS(=O)(=O)C1 (stereo not given)	-1.9	11	0	-2	0.0	-3	-1	-4	-5
Cc1ccccc1N=C1NN=C(c2ccccc2F)CS1	0.2	5	4	3	0.0	1	5	-11	5
Cc1ccc(NC(=O)COC(=O)Cc2cccs2)c(Br)c1	3.0	-14	-14	0	-0.3	-2	3	-5	5
COc1ccc(C2SCCN2S(=O)(=O)c2ccc(NC(C)=O)cc2)cc1 (stereo not given)	1.6	5	-2	-4	-0.3	-4	1	-2	-1
Cc1cc(OCCCCCNCCO)ccc1Cl	-0.1	2	1	-5	0.0	-5	-7	1	-2
Cn1cc(CN2CCC(C(O)c3cccs3)CC2)c(-c2cccc(Cl)c2)n1 (stereo not given)	0.5	-1	2	1	-0.2	-7	24	0	0
Cn1nnnc1SCc1ccc(C(=O)Nc2ccc(Br)cc2)cc1	0.1	7	1	-1	-0.1	2	9	39*	-1
Cc1ccc(S(=O)(=O)c2ccc(Cl)cc2)cc1S(N)(=O)=O	-0.5	5	-2	2	-0.3	-3	-8	7	2
COc1ccc(S(=O)(=O)N2CCCCCC2)cc1C(=O)N1CCN(c2ccccc2O)CC1	0.9	0	-1	21	0.1	4	18	4	-2
CCn1c(=O)c2cc(S(=O)(=O)NCCOc3ccccc3)ccc2n(CC)c1=O	-1.6	11	0	2	-0.1	1	20	-8	3
O=C(CSC(=S)N1CCOCC1)c1ccccc1	-1.0	-6	1	-5	-0.6	2	0	-2	1
O=C(O)C1CC(=O)N(c2ccc(OCc3ccc(Br)cc3)cc2)C1 (stereo not given)	-0.5	-16	0	0	-0.1	0	29	5	-1
O=c1[nH]c(NCc2ccco2)nnc1Cc1ccccc1Cl	-1.9	10	-1	8	0.2	1	3	13	0
C=C(C)c1cccc(C(C)(C)NC(=O)NC2CCCC2)c1	-0.7	5	0	-4	-0.1	-2	3	12	0
CCN(CC)C(=O)COc1ccc(Br)cc1Cl	4.7	12	-1	1	-0.1	-3	0	-8	4
C=CCNC(=O)CN1CCN(Cc2ccc3c(c2)OCO3)CC1	1.5	-7	-6	2	-0.1	0	3	13	-3
CC(C)(OC(=O)c1ccc(C#N)cc1)c1cc2ccccc2c(=O)o1	-0.1	13	x	x	-0.1	-2	-6	x	x
CCOC(=O)C1CCN(C(=O)c2cccc(NS(=O)(=O)c3ccc(Br)cc3)c2)CC1	-2.7	-2	x	x	-0.3	-1	12	x	x
O=C(Cn1cnc2c(cnn2-c2ccccc2)c1=O)NCc1ccccc1	0.7	3	0	-6	0.0	-2	12	2	2
O=S1(=O)C=C(Sc2nc3cc(Cl)ccc3o2)c2ccccc21	-0.8	-9	-2	-1	-0.2	0	0	4	-1
O=C(Nc1nc(-c2ccco2)c(-c2ccco2)s1)c1ccco1	0.3	8	1	19	0.1	27*	21	-3	5
CCCCOc1ccc(C(=O)Nc2ccc(S(=O)(=O)Nc3cc(C)on3)cc2)cc1OC	-0.3	15	7	-2	0.2	1	13	-5	-3
COc1ccc(CCN2CC(C(=O)OCC(=O)N(C)Cc3ccccc3)CC2=O)cc1OC (stereo not given)	5.9	-5	x	x	0.0	-5	13	x	x
CC(C)(C)C(=O)/C=c1\[nH]c(=O)/c(=C\c2ccccc2F)s1	0.0	2	4	0	0.2	4	12	-1	2
Cc1nc(N2CCc3ccccc3C2)[nH]c(=O)c1Cc1ccccc1	3.1	-30	-4	-3	0.0	0	19	3	-1
O=C(CN1C(=O)NC2(CCCC2)C1=O)Nc1nc2ccc(F)cc2s1	0.5	1	-2	3	-0.1	-8	-2	3	0
COc1ccccc1NC(=S)N1CCN(C(=O)C2CCCO2)CC1 (stereo not given)	1.7	-7	-6	-18	0.8	-8	6	-15	-3
COc1cc2cc(CN(Cc3cccs3)C(=S)Nc3ccc(C)cc3)c(=O)[nH]c2cc1OC	4.2	10	1	16	-0.1	7	4	12	0
COc1cccc(/C=N/n2cnc3ccccc32)c1OC	0.9	23	3	0	0.5	4	2	2	0
Cc1ccccc1N(C(=O)c1csnn1)C(C(=O)NC(C)(C)C)c1ccncc1 (stereo not given)	-1.6	15	-1	0	-0.1	-3	0	6	4
CCOC(=O)c1sc(=NC(=O)c2ccccc2)n(C)c1C	-1.4	-4	-2	14	-0.1	5	-1	0	1
C(=C\c1nc(-c2ccncc2)no1)/c1ccccc1	-0.9	0	3	0	0.0	-1	-7	1	0

Compound activity (PubChem BioAssay)
